Assay outcomes (PubChem BioAssay)
D3 antag: blocks the human D3 dopamine receptor. P35462. D3R cells, DiscoveRx beta-arrestin luminescence, antagonist mode; stronger effect = lower value. max response, negative = inhibition, %. actives 2.5% (n = 360,000). AID 652054; in the data active = max response below about -50%; inconclusive = no clear call, values can overlap the other calls; note: % is set by controls: 0 for no effect and ±100 for the full control effect; mostly tested at two doses, the higher about 12 µM
Target sequence (P35462 whole entry, looked up): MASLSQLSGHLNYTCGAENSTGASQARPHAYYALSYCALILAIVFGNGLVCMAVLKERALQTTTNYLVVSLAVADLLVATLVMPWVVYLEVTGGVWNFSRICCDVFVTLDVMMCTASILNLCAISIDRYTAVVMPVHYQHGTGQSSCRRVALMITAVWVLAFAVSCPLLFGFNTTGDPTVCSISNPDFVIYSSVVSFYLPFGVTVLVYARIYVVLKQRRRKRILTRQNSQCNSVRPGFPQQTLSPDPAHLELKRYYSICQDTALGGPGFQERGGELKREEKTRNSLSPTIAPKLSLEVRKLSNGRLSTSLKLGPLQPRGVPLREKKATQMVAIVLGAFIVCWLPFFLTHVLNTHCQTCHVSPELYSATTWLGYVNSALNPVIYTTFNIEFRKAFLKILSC
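Cells plated overnight at 1500 cells/well, then exposed to library compounds with dopamine controls for 90 minutes at 37 degrees C. DiscoveRx reagent added for 30–60 minutes at room temperature; luminescence read, quantitative HTS format.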
EPAC2 antagonist: antagonists of human EPAC2; EPAC2 GEF exchange of Rap1B-BODIPY-GDP, fluorescence; Potency, µM (titrated, usually from 114 µM), for the others: at the top dose activity, negative = inhibition, hits mostly inhibitors; AID 720708; Q8WZA2; actives 0.18% (n = 360,000); note: potency is the fitted concentration of half-maximal effect; % is set by controls: 0 for no effect and ±100 for the full control effect; nearly all actives have a fitted effect of over 45% in size; many of its hits are not listed in these tables
Mm-Cpn inhibitor: M. maripaludis TRiC chaperonin inhibition; AID 504842; purified Mm-Cpn ATPase, ADP Transcreener TR-FRET; actives 0.031% (n = 330,000); Potency, µM (titrated, usually from 76.9 µM), for the others: at the top dose activity, negative = inhibition, actives largely listed as inhibitors; note: potency is the fitted concentration of half-maximal effect; % is set by controls: 0 for no effect and ±100 for the full control effect; nearly all actives have a fitted effect of over 80% in size
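ATP (10 uM final) was added to archaeal chaperonin (25 nM final) after 10 min exposure to test compound at 37°C; after 30 min further incubation, ADP was detected by competitive TR-FRET.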
PTHR1 agonist: PTHR1 (human) receptor agonism; Q03431; HEK293 GP2 PTHR1 cells, GloSensor cAMP luminescence, 1 h; Potency, µM (series often up to 115 µM), inactives show at the highest dose activation, usual class: activators; actives 0.075% (n = 410,000); note: potency is the fitted concentration of half-maximal effect; nearly all actives have a fitted effect of over 55% in size; some results filed as inactive show a strong effect at the top dose; inactives centre near -15; many of its hits are not listed in these tables
Target sequence (Q03431 whole entry, looked up): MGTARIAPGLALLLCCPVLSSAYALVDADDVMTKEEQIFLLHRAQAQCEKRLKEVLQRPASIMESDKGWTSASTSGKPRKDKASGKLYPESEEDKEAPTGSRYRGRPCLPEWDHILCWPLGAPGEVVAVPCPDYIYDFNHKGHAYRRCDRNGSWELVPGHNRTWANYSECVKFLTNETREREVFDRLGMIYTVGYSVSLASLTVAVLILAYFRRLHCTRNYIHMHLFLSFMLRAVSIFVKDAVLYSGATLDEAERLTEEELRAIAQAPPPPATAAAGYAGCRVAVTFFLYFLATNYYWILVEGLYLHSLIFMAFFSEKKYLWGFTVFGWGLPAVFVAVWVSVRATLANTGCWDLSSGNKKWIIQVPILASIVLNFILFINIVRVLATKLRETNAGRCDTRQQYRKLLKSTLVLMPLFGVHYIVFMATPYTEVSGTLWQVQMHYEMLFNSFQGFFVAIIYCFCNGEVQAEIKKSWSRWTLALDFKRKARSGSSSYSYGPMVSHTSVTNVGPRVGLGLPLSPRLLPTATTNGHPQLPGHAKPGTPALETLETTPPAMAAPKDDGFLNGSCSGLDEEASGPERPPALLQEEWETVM
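HEK-293-derived GP2 cells expressing PTHR1 and a GloSensor cAMP reporter, 3,000/well, plated overnight, given luciferin plus IBMX (each 0.5 mM as added) for 1 h at 37 °C, then compound for 1 h at 37 °C. Luminescence was read after 15 min at room temperature.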
EPAC2 ag: agonists of human EPAC2 (RAPGEF4) | Q8WZA2 | EPAC2 activation, biochemical qHTS; response scale: 100% = 6.5 mM cAMP response | actives 0.079% (n = 360,000) | Potency, µM (top dose mostly 154 µM), inactives show top-dose activation, usual class: activators; note: potency is the fitted concentration of half-maximal effect; nearly all actives have a fitted effect of over 50% in size
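Readout is BODIPY fluorescence (480 nm excitation, 540 nm emission), which falls as labeled GDP is exchanged off Rap1B. EPAC2 at 100 nM acted on 250 nM RAP1B-BODIPY-GDP with 50 uM GDP present.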
Akt phos inh: Akt phosphorylation inhibition; Neuro2A IGF-stimulated pAkt S473 HTRF, 20 min; stronger effect = lower value; activity change, % for hits at 50 µM; actives 0.32% (n = 360,000); in the data active = activity change below about -80%; inconclusive = mostly about -51% to -80%; note: % is set by controls: 0 for no effect and ±100 for the full control effect
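Single-point screen (50 µM final compound) in Neuro2A cells stimulated 20 min with 6 nM IGF at 37 deg C. After lysis, Ser473-phosphorylated Akt read by HTRF (ex 330 nm, em 615/665 nm) as the 665/615 ratio.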
DRD3 agonist: activates the human D3 dopamine receptor; D3R DiscoveRx beta-arrestin cells, luminescence, 90 min; max activation, %; actives 0.58% (n = 410,000); in the data active = max activation above about 30%; note: 0% is about no effect; mostly tested at two doses, the higher about 12 µM
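Agonist-mode cell screen: cells plated at 1500/well and incubated overnight at 37 °C, then exposed to library compounds for 90 min at 37 °C. Detection reagent was added for 30–60 min at room temperature, and luminescence was read.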
CCT chaperon mod: changes cytosolic chaperonin activity. purified chaperonin ATPase assay, HTRF ADP detection, 30 min. activity change, % (no concentration beside the values), hits read low. actives 0.3% (n = 360,000); in the data active = activity change below about -30%; note: % is set by controls: 0 for no effect and ±100 for the full control effect
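Nucleotide hydrolysis assay: TRiC at 20–40 nM final (set by batch activity) with 10 uM ATP, 30 min at 37 °C, in presence of 76 uM compound. Detection by competitive ADP HTRF, 30 min ambient.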
* marks the source's active call; other numbers are inactive results; i = inactive; ? = inconclusive; . = not tested or not shown; & = joins results of further samples; [ ] = remark or other dose. Unless noted, calls come from the whole dose curve; as a rule, active = well fitted curve in the direction sought with a large enough effect; inconclusive = small, poorly fitted or top-dose-only effect, or another doubt; inactive = no such curve, though single readings can be large; an effect the other way counts as inactive or inconclusive. The list is partial; the hit share may differ from the screen's.

Values run as follows: D3 antag, EPAC2 antagonist, Mm-Cpn inhibitor, PTHR1 agonist, EPAC2 ag, Akt phos inh, DRD3 agonist, CCT chaperon mod
COc1ccc(CN2CC(=O)N(c3cc(Cl)ccc3C)C2=S)cc1OC
  16.1, -3.2%, -1.2%, -27.9%, 14.8%, i, 13.2, -0.6
CCOC(=O)C1=CN(c2cccc(F)c2)C=C(C(=O)OCC)C1c1cc(OC)c(O)c([N+](=O)[O-])c1
  -2.9, -9.6%, 2.0%, -4.5%, 3.1%, i, 11.2, -4.3
Cc1cccc(OCc2nnc(SCC(=O)c3c(N)n(C4CC4)c(=O)[nH]c3=O)o2)c1
  -4.7, -3.1%, 2.5%, i, 3.7%, i, 4.1, -0.7
O=C1NC[C@@H](Cc2cccc3ccccc23)N(CCCCC2CCCCC2)C1=O
  33.3, -13.6%, -0.7%, i, -0.1%, i, 1.8, -1.6
O=S(=O)(NCC1CCCO1)c1ccc(S(=O)(=O)N2CCc3ccccc3C2)cc1 (stereo not given)
  4.4, 1.0%, -2.7%, -24.5%[57.5 µM], -2.1%, i, 20.3, 0.5
CCOC(=O)c1cnc2c(OC)cccc2c1Nc1ccc2c(c1)OCCO2
  -13.6, -2.8%, -0.5%, -9.8%, 6.8%, i, -2.4, -1.7
O=C(C[n+]1ccc(Cc2ccccc2)cc1)Nc1ccc([N+](=O)[O-])cc1Cl
  -14.2, 2.4%, 0.9%, -19.2%, -0.6%, i, -10.9, 1.9
COc1ccc(C(=O)NCc2cn3ccccc3n2)cc1
  -25.2, 15.7%, -1.0%, i, 7.1%, i, -4.9, 2.2
Cc1cc(C)c(S(=O)(=O)N2CCCOC2CNC(=O)C(=O)NCc2cccs2)c(C)c1 (stereo not given)
  3.8, 2.7%, 1.9%, -11.4%, -4.9%, i, -0.8, -3.1
C(=C\c1ccncc1)/c1ccccc1
  2.6, -3.0%, ?, i, 0.7%, i, -13.1&-7.5&-0.7, 0.3
O=C(O)CC(CC(=O)Nc1ccc(-c2ccccc2)cc1)c1ccccc1 (stereo not given)
  8.6, 5.8%, 2.4%, -6.2%, -4.4%, i, -2.1, 0.0
CC(NC(=O)NC(=O)c1ccc(Cl)cc1)c1ccccc1 (stereo not given)
  ?, -3.7%, -2.0%, -54.6%[inhibitor], -1.3%, i, -14.1, -0.8
O=C(CC(=O)Nc1ccccc1)Nc1ccccc1
  ?, -3.5%, ., -0.9%, 6.0%, i, -10.3, -3.1
O=C(Nc1ccccc1C(F)(F)F)NC1CCCCCCC1
  18.3, 3.3%, 0.8%, i, 3.2%, i, 6.7, 1.2
CCCNC(=O)NS(=O)(=O)c1cnccc1Sc1ccc(Cl)c(Cl)c1
  -53.4*, 4.5%, -0.8%, i, 6.8%, i, 9.9, -0.1
CC(=O)Oc1ccc2c(c1)C(=O)c1ccccc1CO2
  ?, -0.9%, 0.4%, -28.9%[57.5 µM], 9.3%, i, -12.5, -0.2
CCc1ccc(NC(=O)N2CCN(c3ccc(F)cc3)CC2)cc1
  -20.2, 23.6%, 2.4%, -44.1%[inhibitor], 4.0%, i, 0.0, -2.2
O=C(Nc1cnc2ccccc2c1)N1CCCCC1
  0.0, -2.5%, -9.1%, -9.2%[57.5 µM], 2.5%, i, -6.7, -0.5
COc1ccc(C(=O)Nc2ccc3[nH]ccc3c2)cc1
  -19.6, 9.3%, ., -46.1%[inhibitor], 8.1%, i, 7.0, 3.0
Cc1ccc(-n2nc(C)c(NC(=O)COC(=O)c3ccccc3NCCO)c2C)cc1
  11.0, -4.6%, -1.5%, -13.6%, -5.3%, i, -7.3, -1.5
CC(=O)c1c(C)[nH]c(C(=O)Nc2cccc(S(=O)(=O)N(C)C)c2)c1C
  -20.3, 14.0%, 0.3%, -17.4%, 7.2%, i, 17.8, 0.4
Cn1cccc([N+](=O)[O-])c1=O
  0.3, -6.1%, ., -8.2%, -2.1%, i, 8.1, 1.6
Cc1ccc(-c2nc(C#N)c(NCC3CCCO3)o2)cc1 (stereo not given)
  10.2, 4.3%, 0.0%, -24.0%, 0.5%, i, 2.9, 0.0
CC1Cc2ccccc2N1C1=NS(=O)(=O)c2ccccc21 (stereo not given)
  -12.0, -0.3%, 2.0%, -2.9%[57.5 µM], -0.3%, i, -12.2, -1.6
COc1ccc(-c2cc(-c3ccc(F)cc3)nc(N3CCN(C)CC3)n2)cc1
  15.7, -0.7%, -0.6%, i, -13.2%, i, 2.4, -4.9
CC(C)(C)NC(=O)NC(=O)CSc1ncc(C(F)(F)F)cc1Cl
  24.2, -21.5%, 1.3%, i, 6.4%, ., 2.3, -2.6
COc1ccc(-c2noc(CSc3nc4sc(C)c(C)c4c(=O)n3-c3ccccc3)n2)cc1OC
  -7.1, 2.0%, -0.2%, -11.0%[57.5 µM], 12.0%, i, -3.5, 1.6
CC(NS(=O)(=O)c1ccccc1)c1n[nH]c(=S)n1-c1ccccc1 (stereo not given)
  14.6, -0.3%, -0.9%, -16.1%, 3.6%, i, -2.2, -1.5
Cc1ccc(NC(=O)CSc2nnc(N)s2)cc1S(=O)(=O)N1CCOCC1
  -10.8, 6.8%, 3.8%, i, 9.1%, i, -0.2, 2.3
COc1ccc(N2CCN(c3ncnc4scc(-c5ccccc5)c34)CC2)cc1
  66.9, -4.8%, -3.3%, -13.0%, 10.6%, i, 31.0*, -2.8
O=C1N=C(N2CCCC2C(=O)O)S/C1=C\c1ccco1 (stereo not given)
  14.0, -0.8%, -0.5%, i, 9.4%, i, -5.5, -5.7
CCN1C(=O)[C@H]2[C@@H](c3ccc(C)cc3)N[C@]3(CCCN(Cc4ccc(C)cc4)C3=O)[C@H]2C1=O
  47.1, 17.1%, ., -7.5%, -5.3%, i, -10.2, 0.4
COc1ccc(CCN2C(=O)NC(NS(=O)(=O)c3ccc(NC(C)=O)cc3)(C(F)(F)F)C2=O)cc1OC (stereo not given)
  6.6, -12.1%, 1.1%, i, 5.9%, i, 1.8&-0.2, -1.5
CN(C)C(CNC(=O)CN1C(=O)NC2(CCCC2)C1=O)c1ccccc1 (stereo not given)
  2.7, 3.6%, 0.5%, 9.8%, 9.1%, i, 1.4, -1.6
COc1ccc(CC(=O)N/N=C/c2sccc2C)cc1
  -9.5, 1.3%, -0.6%, i, -4.1%, i, -3.2, -3.9
Cc1ccc(S(=O)(=O)N2CCC(C(=O)N3CCCCCCC3)CC2)cc1C
  0.0, -1.0%, ., -30.3%[inhibitor], 2.1%, i, -16.5, 0.1
CCc1ccc(NC(=O)CNC(=O)[C@@H]2Cc3ccccc3CN2C(=O)OC(C)(C)C)cc1
  23.2, -23.8%, 1.1%, i, -7.3%, i, 3.5, 0.9
COC(=O)c1cc2sccc2n1CC(=O)Nc1cccc(SC)c1
  6.0, 16.5%, ., -5.3%[57.5 µM], 0.9%, i, 1.1, 1.7
Cc1ccccc1NC(=O)Nc1ccc2c(c1)CCC2
  -16.9, 16.0%, 0.4%, -5.6%, 1.5%, i, -14.3, 0.3
CNC(C)C(=O)NC(C(=O)N1CCCC1C(=O)Nc1ccc2[nH]ccc2c1)C(C)C (stereo not given)
  11.0, 9.9%, ., -16.7%, 1.3%, i, 4.1, 0.0
C=CCNC(=S)Nc1ccc(OC)c(S(=O)(=O)N2CCOCC2)c1
  -3.9, 6.2%, 0.4%, -2.6%, -2.6%, i, 13.0, -1.0
C=C(C)C(=O)N1CC2(CC(c3cccc(NC(=O)/C=C\C)c3)=NO2)C[C@H]1C(N)=O (stereo not given in full)
  1.6, -4.7%, 1.8%, i, 5.7%, i, -8.4, 0.5
Cc1ccc(NC(=O)C[n+]2cc(-c3ccccc3)n3c2CCC3)cc1
  -111.0*, 12.6%, -1.0%, i, 11.6%, i, -17.5, -0.9
O=C(Nc1ccccc1Cl)NN1CCCCCC1
  14.3, -18.0%, ., -5.9%, 4.3%, i, 7.5, 0.9
CCC1CCCCN1C(=O)Cn1nc([N+](=O)[O-])c(Cl)c1C (stereo not given)
  -2.4, -16.3%, -3.0%, -2.9%, 2.8%, i, -3.3, -2.7
O=C1CCCN1CCCNS(=O)(=O)c1cccc(F)c1
  10.2, 13.1%, -0.7%, i, -4.3%, i, 5.9, -0.1
Cc1ccc(S(=O)(=O)N(C)c2ccc(NS(C)(=O)=O)cc2)cc1
  -14.7, 2.6%, ., i, -6.0%, -120.0%*, 3.6, -0.8
COc1ccc(/C=C/C(=O)NCC(=O)N/N=C/c2cccnc2)cc1
  -3.7, -8.8%, 0.7%, i, 14.1%, i, 2.3, -12.4
CNc1ncnc2c1ncn2[C@H]1CN(Cc2cccnc2)C[C@@H](CO)O1
  0.0, 6.7%, ., i, 6.1%, i, -10.8, -0.9
O=C(O)c1ccccc1/C=N/NC(=O)C1CCCC1
  11.4, -3.4%, 1.3%, -49.5%[inhibitor], 1.4%, i, 7.0, 0.5
CCCNC(=O)NC(=O)COC(=O)c1oc2ccc(OCC)cc2c1C
  7.7, 3.3%, -0.8%, i, -4.7%, i, 0.0, 0.2
CC(C)C(C(=O)C=[N+]=[N-])N1C(=O)c2ccccc2C1=O (stereo not given)
  14.5, 5.9%, 0.7%, -5.1%[57.5 µM], -0.4%, i, 0.6, 0.2
CSC1=N/C(=C\c2ccc(Br)o2)C(=O)S1
  0.0, 4.5%, -10.4%, i, 9.5%, i, 8.0, 3.0
Cc1cccc(NC(=O)C2CCCN(S(=O)(=O)c3cccc4nsnc34)C2)n1 (stereo not given)
  1.0, -0.7%, -1.6%, i, -4.0%, i, 0.2, -0.9
Cc1cccc(C(=O)NCC(c2cccs2)N2CCOCC2)c1 (stereo not given)
  -57.9*, 14.8%, 1.3%, i, 0.4%, i, -8.1, 3.5

Gathered by group, the entries above with a CF3 group (three)
Values run as follows: D3 antag, EPAC2 antagonist, Mm-Cpn inhibitor, PTHR1 agonist, EPAC2 ag, Akt phos inh, DRD3 agonist, CCT chaperon mod
O=C(Nc1ccccc1C(F)(F)F)NC1CCCCCCC1
  18.3, 3.3%, 0.8%, i, 3.2%, i, 6.7, 1.2
CC(C)(C)NC(=O)NC(=O)CSc1ncc(C(F)(F)F)cc1Cl
  24.2, -21.5%, 1.3%, i, 6.4%, ., 2.3, -2.6
COc1ccc(CCN2C(=O)NC(NS(=O)(=O)c3ccc(NC(C)=O)cc3)(C(F)(F)F)C2=O)cc1OC (stereo not given)
  6.6, -12.1%, 1.1%, i, 5.9%, i, 1.8&-0.2, -1.5
